INS promoter inh – TRM-6 insulin promoter activity inhibition; inhibition, % at 2 µM; TRM-6 cells (human fetal islet line), insulin promoter-eGFP reporter, imaging; reporter expression induced with tamoxifen; actives 0.9% (n = 130,000);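 active = inhibition above the mean plus 3 SD, with well images judged a real hit on visual review, cut at about 60% in these data, passing the limit was not always enough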
sdo1 growth – restores growth of sdo1-depleted yeast; actives 0.21% (n = 140,000); z-score at 10 µM; AID 817; S. cerevisiae sdo1-depleted JHY4D growth rescue, OD600 30 h; hits give high values; pdr5 snq2 efflux-pump mutant strain;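 active = z-score above 3 at both the 24 hr and the 30 hr optical density reads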;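 note: z-score against mean and SD of all compound wells on the same plate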
sdo1 growth Rescue 24 h – recorded beside sdo1 growth, whose call it bears; z-score; S. cerevisiae sdo1-depleted JHY4D growth rescue, OD600; measured here: growth rescue at 24 h;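 0 is the plate mean of compound wells and units are plate SD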
* = called active by the depositor; i = inactive; . = no result given; [ ] = remark or other dose.

Under each structure – INS promoter inh	sdo1 growth	sdo1 growth Rescue 24 h
1: C=CCn1c(SCC(=O)Nc2sc3c(c2C#N)CCC3)nnc1C1COc2ccccc2O1 (configuration not stated)
  .	-1.1	-1.1
2: CCOc1cc(/C=C/C(=O)O)ccc1OCc1ccccc1
  -9	.	.
3: CCOC(=O)N1CCN(C(=O)c2cccc(F)c2)CC1
  21	.	.
4: OC(COc1ccc2c(c1)CCC2)CN1CCN(c2cccc(Cl)c2)CC1 (configuration not stated)
  -77	-1.1	-0.67
5: COc1ccc(/C=C/c2nc3ccccc3n2Cc2ccccc2OC)cc1
  -26	-1.2	-0.84
6: CCCSc1cc(N2CCCC2)nc(-c2ccccc2)n1
  .	-0.81	-1.3
7: CCCCN1C(=O)CN(CCc2ccccc2)C(=O)C1c1ccc(OC)cc1 (configuration not stated)
  -12	-0.38	0.09
8: CC(=O)OCC(=O)[C@@]12OC(C)(C)O[C@@H]1C[C@H]1[C@@H]3C[C@H](F)C4=CC(=O)C=C[C@]4(C)[C@@]3(F)[C@@H](O)C[C@@]12C
  -14	-1.1	0.7
9: O=C(O)c1ccc(-n2nnnc2SCc2ccccc2F)cc1
  .	1.3	1.4
10: Cc1csc(NC(=O)CSc2ccc(-c3ccccc3)nn2)n1
  -33	.	.
11: CN(C)S(=O)(=O)n1cnc(-c2ccccc2)c1-c1ccccc1
  -28	-2.5	-2
12: O=C(Nc1ccc(Cl)c(Cl)c1)N(CCCN1CCOCC1)Cc1cccs1
  .	0.7	0.81
13: CC1(C)CC2CC(C)(CN2C(=O)COC(=O)c2n[nH]c(=O)c3ccccc23)C1 (configuration not stated)
  -7	-0.17	-0.7
14: N#CCSc1ncnc2sc3c(c12)CCC3
  .	-0.94	-0.31
15: Cc1ccccc1Nc1cccc2nonc12
  i	0.65	0.38
16: Cc1nc2ccccc2nc1SCC(=O)c1ccccc1
  6	-0.87	-0.65
17: Cc1cccn2cc(CNS(=O)(=O)c3cccc(F)c3)nc12
  .	1.1	0.83
18: COc1ccc(N2CCN(C(=O)c3ccc(NS(=O)(=O)c4ccc(F)cc4)cc3)CC2)cc1
  29	-0.35	-0.48
19: COc1ccc(C(=O)OCC(=O)NCc2ccco2)cc1OC
  29	0.1	0.19
20: Cc1ccc(-c2csc(NC(=S)NC(=O)c3ccco3)n2)cc1
  29	-0.8	-0.57
21: CN(C)S(=O)(=O)c1ccc(Cl)c(C(=O)OCC(=O)NC(=O)c2cccn2C)c1
  50	-0.6	-1.2
22: Cn1cccc1C(=O)C(=O)Nc1ccccc1C(F)(F)F
  0	.	.
23: C/C(CC(=O)Nc1ccc2ccccc2c1)=N\NC(=O)c1cnccn1
  10	0.2	0.3
24: CN1CCN(c2ncnc3c2c(-c2ccccc2)cn3-c2ccc(F)cc2)CC1
  25	.	.
25: COc1cc2c(cc1NC(=S)Nc1cccc(C)c1)oc1ccccc12
  -5	-0.24	0.59
26: CCCCOc1ccc(NC(=S)Nc2cc(C)nc(SCCCC)n2)cc1
  .	0.98	2.2
27: COc1ccc(C(=O)NNC(=O)c2cc3cc([N+](=O)[O-])ccc3oc2=O)cc1OC
  .	-0.01	0.88
28: Cc1ccc(Oc2ccc(NC(=O)Cn3ccsc3=N)cc2)cc1
  24	0.34	0.69
29: Nc1nonc1-c1nc2ccccc2n1Cc1ccc(F)cc1
  14	-1.2	-1.1
30: C=CCN1C(=NC(=O)CC)SC2CS(=O)(=O)CC21 (configuration not stated)
  -71	0.19	0.07

Among those listed so far, 8 contain fluorine:
Under each structure – INS promoter inh	sdo1 growth	sdo1 growth Rescue 24 h
3: CCOC(=O)N1CCN(C(=O)c2cccc(F)c2)CC1
  21	.	.
8: CC(=O)OCC(=O)[C@@]12OC(C)(C)O[C@@H]1C[C@H]1[C@@H]3C[C@H](F)C4=CC(=O)C=C[C@]4(C)[C@@]3(F)[C@@H](O)C[C@@]12C
  -14	-1.1	0.7
9: O=C(O)c1ccc(-n2nnnc2SCc2ccccc2F)cc1
  .	1.3	1.4
17: Cc1cccn2cc(CNS(=O)(=O)c3cccc(F)c3)nc12
  .	1.1	0.83
18: COc1ccc(N2CCN(C(=O)c3ccc(NS(=O)(=O)c4ccc(F)cc4)cc3)CC2)cc1
  29	-0.35	-0.48
22: Cn1cccc1C(=O)C(=O)Nc1ccccc1C(F)(F)F
  0	.	.
24: CN1CCN(c2ncnc3c2c(-c2ccccc2)cn3-c2ccc(F)cc2)CC1
  25	.	.
29: Nc1nonc1-c1nc2ccccc2n1Cc1ccc(F)cc1
  14	-1.2	-1.1

Results in sdo1 growth and INS promoter inh, for two of the compounds above:
| nr | SMILES | sdo1 growth | INS promoter inh |
| --- | --- | --- | --- |
| 8 | CC(=O)OCC(=O)[C@@]12OC(C)(C)O[C@@H]1C[C@H]1[C@@H]3C[C@H](F)C4=CC(=O)C=C[C@]4(C)[C@@]3(F)[C@@H](O)C[C@@]12C | -1.1 | -14 |
| 9 | O=C(O)c1ccc(-n2nnnc2SCc2ccccc2F)cc1 | 1.3 | . |

Next section
Under each structure – INS promoter inh	sdo1 growth	sdo1 growth Rescue 24 h
31: CC(C)c1nc(NCC2CCCO2)c(C#N)c2c1COC(C)(C)C2 (configuration not stated)
  22	-0.68	-0.54
32: COc1ccc(S(=O)(=O)N2CCOCC2)cc1NC(=O)COC(=O)C1COc2ccccc2O1 (configuration not stated)
  21	0.64	0.74
33: Cc1ccc(NC(=O)C2CC(c3ccc(F)cc3)=NO2)cc1 (configuration not stated)
  .	-0.54	-0.19
34: O=C(Nc1ccc(Cl)cc1C(F)(F)F)c1ccccc1
  .	-0.65	-1.2
35: O=C1C=C(c2ccccc2)OC(c2ccccc2)O1 (configuration not stated)
  -7	.	.
36: CCc1nn(-c2ccccc2)c(N)c1-c1ccc(OC)c(OC)c1
  48	-0.71	-0.75
37: N#CCCN(Cc1cccnc1)C(=O)Nc1cccc(Cl)c1
  -8	-0.01	-0.23
38: COCCNC(=O)C(c1cccs1)N(C(=O)Cn1nnc2ccccc21)c1ccc2c(c1)OCO2 (configuration not stated)
  .	0.9	0.35
39: CCCN1CNC(=S)N(CC2CCCO2)C1 (configuration not stated)
  22	-0.1	-0.4
40: Cc1ccccc1CN1CCN(CC(=O)NCc2ccccn2)C1=O
  .	1	1.9
41: O=C(Nc1ccc([N+](=O)[O-])cc1)c1ccc(Cn2cc([N+](=O)[O-])cn2)cc1
  53	.	.
42: O=C(COc1ccc(S(=O)(=O)N2CCCCC2)cc1)NC1CCCCC1
  51	-1.2	-1.6
43: COc1cccc2c(=O)n(CC(=O)N3CCCCCC3)ccc12
  .	0.2	-0.6
44: COc1ccc(N(CC(=O)Nc2cccc(C(F)(F)F)c2)S(C)(=O)=O)cc1
  -75	-0.63	-0.96
45: COc1ccc(C(=O)Nc2cccc(-c3cnc4ccccc4n3)c2)cc1
  -33	-0.84	-0.25
46: COc1ccc(OC)c(NC(=O)C2CCN(Cc3cnn(-c4ccccc4)c3-n3cccc3)CC2)c1
  -13	-0.23	-0.54
47: O=c1c2c3c(sc2nc2n1CCCC2)CCC3
  21	-0.43	-0.82
48: CC1(C)NC(=O)N(CCOc2ccc3c(c2)CCC3)C1=O
  .	-0.25	-1.3
49: CCOc1ccc(N(CC(=O)NC2CCCC2)S(=O)(=O)c2c(C)[nH]c(=O)[nH]c2=O)cc1
  .	0.86	0.28
50: Cc1cccc(C)c1NC(=O)Cn1c(CN2CCCCC2)nc2ccccc2c1=O
  -12	-0.33	-0.31
51: COc1ccc(NC(=O)CC2SC(=O)NC2=O)cc1 (configuration not stated)
  47	.	.
52: C(#Cc1ccccc1)C[N+]1(CC#Cc2ccccc2)CCCCC1
  -67	.	.
53: COc1cccc(-n2nnnc2SCC(=O)NC2CCCC2)c1
  75*	0.91	1.1
54: Cc1ccc(C)c(NC(=O)C(Sc2nc3ccccc3c(=O)n2CC(C)C)c2ccccc2)c1 (configuration not stated)
  .	-0.2	1.4
55: CCc1ccc(/C=C2\Oc3ccc(C(=O)OC)cc3C2=O)cc1
  -12	-0.09	0.12
56: Cc1cccc(NC(=O)NC(=S)NC(=O)c2ccccc2)c1
  0	1.1	0.94
57: O=C(OCc1ccccc1)c1ccc(Br)o1
  11	-0.47	-1.1
58: O=C(Oc1ccccc1/C=C\C(=O)c1cc2ccccc2o1)c1ccccc1
  30	-1	0.11
59: COc1ccc(NC(=O)CSc2nnc(NC(=O)c3ccccc3C(=O)O)s2)cc1
  -14	.	.
60: CCC(=O)/C=C1/Sc2ccc(OC)cc2N1CC
  -16	1.5	1.4
61: CCOc1ccc(NC(=O)COC(=O)Cc2ccc(S(=O)(=O)N3CCOCC3)s2)cc1
  20	0.13	-0.22
62: COc1ccc(Nc2ccc(N3C(=O)CCCC3=O)cc2[N+](=O)[O-])cc1OC
  40	-0.71	-0.58
63: O=C(NC1=NCCS1)C1COc2ccccc2O1 (configuration not stated)
  21	0.7	-0.36
64: CC1=C(C(=O)N2CCOCC2)C(c2cccc(C)c2)NC(=S)N1 (configuration not stated)
  20	0.71	0.24
65: COC(=O)c1ccc(C2/C(=C(\O)c3cccc(OC)c3)C(=O)C(=O)N2CCCN2CCOCC2)cc1 (configuration not stated)
  .	1.3	0.39
66: COc1ccc2nc(NC(=O)CCNS(=O)(=O)c3ccc4c(c3)oc(=O)n4C)sc2c1
  .	1.1	0.67
67: CC(=O)C1=C(C)NC(=O)NC1c1cccs1 (configuration not stated)
  -43	0.83	1
68: CCSc1nnc2c(n1)[nH]c1c(C)cccc12
  9	-0.42	-0.22
69: N#Cc1cccc(NC(=O)c2ccccc2C(=O)O)c1
  2	0.08	-0.68
70: COc1ccc(/C=C2\C(=O)N(Cc3ccc(F)cc3)CC(=O)N2Cc2ccccc2)cc1
  .	-0.82	-0.39
71: O=C(CSc1nnc(CNC(=O)c2ccccc2F)o1)NCc1ccccc1
  0	.	.
72: Cc1cnc(NC(=O)C2COc3ccccc3O2)s1 (configuration not stated)
  -31	-1.1	-1.7
73: CCOc1ccc(C(=O)Nc2nc3ccccc3[nH]2)cc1OCC
  18	.	.
74: O=C(c1cccs1)N1CCN(CCc2ccccc2)CC1
  38	0.74	-0.08
75: O=C(COC(=O)c1ccccc1NC(=O)c1ccco1)NC1CCS(=O)(=O)C1 (configuration not stated)
  33	.	.
76: CC1CCCCN1CCCn1c(=S)[nH]c2ccccc2c1=O (configuration not stated)
  27	0.12	0.17
77: O=C(NC(=S)NCC1CCCO1)c1ccc(Cl)cc1 (configuration not stated)
  -22	-0.32	-1.4
78: CCOC(=O)C1=C(N)OC2=C(C(=O)CCC2)C1c1sccc1C (configuration not stated)
  .	0.96	0.71
79: NC(=O)c1nc(C2CCCCC2)nc2c1[nH]c(=O)n2-c1ccc(F)cc1
  .	-1.1	-1.4
80: Cc1cccc(C)c1NC(=O)COC(=O)c1ccc2c(c1)OCO2
  -18	.	.
81: CCOc1ccc(/C=N/NC(=O)c2c(C)n(C)c3ccc(OC)cc23)cc1
  0	-0.52	-0.65
82: Cc1cccc(C(=O)N2CCC(n3nnc4cc(F)ccc43)CC2)c1
  -11	-0.18	-0.84
83: O=C(C1CCN(S(=O)(=O)c2cccc3cccnc23)CC1)N1CCCC1
  .	1	1.3
84: Cc1nc2ccccc2n1/C(=N\S(=O)(=O)c1ccccc1)c1ccccc1
  .	1.2	0.75
85: O=[N+]([O-])c1ccc(/C=N/N2CCN(c3ccncc3S(=O)(=O)N3CCCCC3)CC2)cc1
  17	-1.1	1.1
86: O=C1CCN(S(=O)(=O)c2ccccc2)C2CCCCC12 (configuration not stated)
  12	1.8	1.8
87: Cc1ccc(C(=O)c2c(C)oc3c2C(=O)C(=O)c2ccccc2-3)cc1
  -11	-2.5	-1.7
88: COc1ccc(OCc2ccc(C(=O)O)cc2)cc1
  .	0.62	0.74
89: O=C(Cn1cc2c(n1)CCCCC2)NCc1ccccn1
  .	2	3.3
90: NC(=O)CC[C@@H]1NC(=O)[C@@H]2CCCN2C(=O)c2cc([N+](=O)[O-])cc(I)c2NCCC[C@@H](C(N)=O)NC1=O
  36	1.8	2.6

Next part
Under each structure – INS promoter inh	sdo1 growth	sdo1 growth Rescue 24 h
91: CCC(CC)C(=O)Nc1ccccc1-n1cccc1
  .	2	0.37
92: COc1ccccc1N1CCN(C(=O)CN(C)S(=O)(=O)c2ccc3c(c2)c(=O)n(C)c(=O)n3C)CC1
  -86	.	.
93: Cc1ccc(C)c(NC(=S)N(C)CCO)c1
  21	.	.
94: S=c1[nH]nc(COc2ccccc2)n1/N=C/C=C/c1ccccc1
  0	-1.4	-1.3
95: CCOC(=O)Cn1c(=N)n(Cc2ccccc2)c2ccccc21
  .	1.4	-0.23
96: O=C(CN1CCCC1)Nc1ccccc1Sc1ccccc1
  -18	.	.
97: CCOC(=O)/C=C1\SCC(=O)N1CC(=O)c1ccc[nH]1
  -22	-0.24[16.9 µM]	-0.07
98: Cc1cc(OCC(=O)Nc2cc(-c3nn4c(C)nnc4s3)ccc2C)ccc1Cl
  .	0.78	3.3
99: COc1ccccc1CNC(=O)c1ccc(N2CCOCC2)c([N+](=O)[O-])c1
  -25	.	.
100: COc1ccc(NC(=O)CCC2CCCCC2)cc1S(=O)(=O)N1CCCCC1
  .	0.39	0.96
101: CCCCn1c(-c2ccncc2)nc2c1c(=O)[nH]c(=O)n2CC(C)C
  29	0.35	0.01
102: Cc1ccc(S(=O)(=O)N2CCCCC2)cc1NS(=O)(=O)c1cccc(C(=O)O)c1
  44	2	2.1
103: Cc1nc2ccc(F)cc2cc1C(=O)NCC1CCCO1 (configuration not stated)
  -11	-0.58	-1.1
104: CC(C)(C)NS(=O)(=O)c1ccc(CCC(=O)NCc2ccco2)cc1
  -74	0.49	1.5
105: CCC(=O)N(CC)C1=C(O)c2ccccc2C(=O)C1=O
  .	-2	-1.6
106: Cc1ccccc1OCC(=O)OCC(=O)Nc1cc(C(F)(F)F)ccc1N1CCOCC1
  .	0.21	-0.27
107: Cc1ccc(NC(=O)COC(=O)CCC(=O)c2cccs2)c(C)c1
  -15	.	.
108: O=C(CCC(=O)c1ccc(F)cc1)Nc1cc(Cl)cc(Cl)c1
  .	-1.1	-0.38

From PubChem
